Screens (PubChem BioAssay)
mcGAS MS inh = inhibitors of mouse cGAS; inhibition, % at 12.5 µM; hit rate 0.18% among 130,000; recombinant mouse cGAS, cGAMP by RapidFire MS;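 active = inhibition of cGAS enzyme activity at or above 60%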;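 note: enzyme stimulated by 45 bp dsDNA with ATP and GTP substrates; cGAMP share of summed cGAMP plus half ATP and half GTP signals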
Target sequence (Q8C6L5 whole entry, looked up): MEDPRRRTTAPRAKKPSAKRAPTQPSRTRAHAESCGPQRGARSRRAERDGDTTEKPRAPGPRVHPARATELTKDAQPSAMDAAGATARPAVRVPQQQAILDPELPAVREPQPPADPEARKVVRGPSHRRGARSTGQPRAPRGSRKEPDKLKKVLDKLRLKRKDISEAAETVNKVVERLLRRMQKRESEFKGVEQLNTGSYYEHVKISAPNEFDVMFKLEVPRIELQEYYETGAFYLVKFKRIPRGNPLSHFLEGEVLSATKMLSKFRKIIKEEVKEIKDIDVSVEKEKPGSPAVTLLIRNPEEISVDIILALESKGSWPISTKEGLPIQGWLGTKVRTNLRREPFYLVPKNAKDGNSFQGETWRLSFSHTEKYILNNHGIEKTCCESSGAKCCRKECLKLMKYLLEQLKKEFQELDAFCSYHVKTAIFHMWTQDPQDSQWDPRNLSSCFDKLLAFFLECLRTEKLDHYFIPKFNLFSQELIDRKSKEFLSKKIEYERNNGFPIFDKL
* marks the source's active call; other numbers are inactive results; & = joins results of further samples.

entry	Compound	mcGAS MS inh
1	CSCC[C@H](NC(=O)NCCCc1ccccc1)c1nc2ccccc2[nH]1	-9.2
2	CCN(CC)C(=O)CN1C(=O)NC2(CCCCCCC2)C1=O	-8.5
3	Clc1ccc(NCn2nnc3ccccc32)cc1	-4.0
4	Cn1cc(NC(=O)N2CCN(Cc3noc(C4CC4)n3)CC2)cn1	57.9
5	CCCC(NC(=O)NCc1ccc(Br)cc1)C(=O)O (stereo unspecified)	-3.0
6	CN1CCN(CC2CCOC2)CC12CCN(C(=O)COc1ccccc1)CC2 (stereo unspecified)	-0.3
7	O=S(=O)(NCc1ccccc1)N1CCCCC1CCn1cccn1 (stereo unspecified)	-28.2
8	Cn1cc(C(=O)NCCc2ccc(S(N)(=O)=O)cc2)c2[nH]c(=O)n(-c3ccccc3)c(=O)c21	-10.8
9	C/C(=N/O)c1cc([N+](=O)[O-])c2ccccc2c1O	17.9
10	COc1ccc(C(O)c2ncc(-c3ccccc3)[nH]2)cc1F (stereo unspecified)	-7.7
11	CCOC(=O)C1(Cc2ccc(F)cc2F)CCCN(S(=O)(=O)CC(F)(F)F)C1 (stereo unspecified)	-4.7
12	Cc1ccc(C(=O)Nc2ccccc2S(=O)(=O)C(C)C)cn1	-14.8
13	O=C(NCC1CC1c1ccccc1)N1CCCC1CN1CCOCC1 (stereo unspecified)	-14.3
14	CC(C)c1nccn1C(C)c1ccccc1-n1cccn1 (stereo unspecified)	-29.8
15	COc1ccccc1CCC(=O)OCC(=O)Nc1sc2c(c1C#N)CCCC2	-3.6
16	O=c1c(O)c(-c2cc(O)c(O)c(O)c2)oc2cc(O)cc(O)c12	94.0*
17	CC(Nc1ccc2c(c1)CC(=O)N2)c1ccc(C#N)cc1 (stereo unspecified)	-2.3
18	CCC(CC)n1ncc(C)c1NC(=O)Cc1ccc(-n2nnnc2C)cc1	-19.4
19	Cc1cccc(/C=C2/C(=N)N3N=C(C(F)(F)F)SC3=NC2=O)c1	25.1
20	CCC1CCC/C1=N/NC(=O)C(O)(c1ccccc1)c1ccccc1 (stereo unspecified)	-4.4
21	C=CCn1c(=O)c2c(nc3n2CCN3c2ccc(F)cc2)n(C)c1=O	-5.8
22	Cc1cccc(C(=O)N2CCCN(CCCSCC#N)CC2)c1	-7.4
23	Cc1cccc(-c2ncc(CNCc3cccc4[nH]ccc34)cn2)c1	-2.4
24	N#CC1(C#N)OC(C#N)(C#N)C2C(I)=CSC21 (stereo unspecified)	-1.6
25	S=C(Nc1ccccc1)c1nc2ccccc2s1	-3.1
26	CC(C)c1noc(-c2ccc(NC(=O)N3CCCC3)cc2)n1	-12.8
27	Cc1ccn2c(CNC(C)c3cn(C)nc3C)c(C(=O)N3CCCCCC3)nc2c1 (stereo unspecified)	-2.0
28	CC(NC(=O)Cc1ccsc1)c1ccc(S(C)(=O)=O)cc1 (stereo unspecified)	-2.6
29	O=C(COC(=O)c1nc(-c2ccccc2)n(-c2ccccc2)n1)NCc1cccs1	-3.5
30	COc1ccc(C(=O)NCC2CCN(Cc3cc(C)c(C)o3)C2)o1 (stereo unspecified)	-33.5

Grouped by structure, those above with an aryl methoxy group (3)
entry	Compound	mcGAS MS inh
10	COc1ccc(C(O)c2ncc(-c3ccccc3)[nH]2)cc1F (stereo unspecified)	-7.7
15	COc1ccccc1CCC(=O)OCC(=O)Nc1sc2c(c1C#N)CCCC2	-3.6
30	COc1ccc(C(=O)NCC2CCN(Cc3cc(C)c(C)o3)C2)o1 (stereo unspecified)	-33.5

Going on with the list.
entry	Compound	mcGAS MS inh
31	CN1CC2(CCN(C(=O)CN3CCc4ccccc4C3)C2)OC1=O (stereo unspecified)	-14.6
32	N#Cc1ccc(S(=O)(=O)Nc2cc3c(cc2C(=O)O)OCCCO3)cc1	-17.3
33	Cc1cc(C(=O)O)c(O)c(S(=O)(=O)Nc2c(C)cccc2C)c1	-56.9
34	Cc1nc2sc3c(c2c(-c2ccc(Cl)cc2)c1C(N)=O)CCC3	-9.2
35	CCN1CCN(c2nc3c(c(=O)n(C)c(=O)n3C)n2CCSc2nc3ccccc3o2)CC1	-8.4
36	CC(C)(C)c1ncc(NC(=O)c2cc3c(s2)CCC3)cn1	-16.6
37	O=c1ccc(-c2ccc(F)cc2)nn1Cc1ccc(Br)cc1	-10.4
38	CCCNC(=O)C1(C)CCCN(Cc2c(F)cccc2F)C1 (stereo unspecified)	-6.6
39	Cc1noc(C)c1CC(C)NC(=O)N1CCC2(CCCCC2)CC1 (stereo unspecified)	-5.4
40	COc1ccc(C2=C(C(C)=O)Sc3nnc(COc4ccccc4)n3N2C(C)=O)cc1OC	-2.9
41	COc1cc(F)ccc1-c1c(-c2ccccc2)ncn1CCc1cnc[nH]1	-5.4
42	CN(Cc1cnn(C)c1)C(=O)c1cc(COc2cccc3cccnc23)on1	12.4
43	COCCCNc1nc2nonc2nc1N1CCc2sccc2C1	-1.5
44	O=C(/C=C/c1ccccc1)c1ccc(O[C@@H]2O[C@H](CO)[C@@H](O)[C@H](O)[C@H]2O)cc1O	-19.1
45	C=CCNc1ccccc1C(=O)N1CCN(CC(=O)NC(C)C)CC1	-16.9
46	c1ccc2oc(NCCOc3ccc4c(c3)CCC4)nc2c1	7.9
47	O=C1NN=CN2N=C(c3ccccc3)CC12 (stereo unspecified)	-13.2
48	Cc1cc(N2C(=O)c3oc4ccc(Cl)cc4c(=O)c3C2c2ccccn2)no1 (stereo unspecified)	-12.8
49	COc1ccc(CNc2ccc(C(=O)O)cc2C)c(OC)c1	0.3
50	CCc1nc(C)c(C(=O)NCCN2N=C(c3ccccc3)CCC2=O)o1	-14.7
51	COCCNC(=O)c1cn(C)c2c(=O)n(-c3ccccc3)c(=O)[nH]c12	-32.7
52	c1ccc(-n2ccnc2)c(Cn2ccnc2-c2ccsc2)c1	-34.1
53	CCc1nccn1CCNC(=O)C1NCCc2[nH]cnc21 (stereo unspecified)	6.7
54	Cc1nnc(Sc2ccc(NC(=O)c3cccnc3)c(C)c2)s1	-41.0
55	COc1ccc(CC2(CO)CCN(Cc3ccc(F)c(OC)c3)CC2)cc1	-6.6&-1.4
56	CC(O)(c1ccc(F)c(F)c1)c1nc(-c2ccoc2)cs1 (stereo unspecified)	2.8
57	O=C(Nc1cccc2c1CCCC2)c1ccc(S(=O)(=O)N2CCOCC2)cc1	-6.9
58	O=C(c1onc2ccccc12)N1CC[C@@H](c2ccc3c(c2)OCO3)[C@H](O)C1	-40.1
59	Cc1ccc(NC(=O)CN(C)C(=O)C(C)N2CCC(C)CC2)cc1 (stereo unspecified)	-5.9
60	C=CCSC(C)C(=O)Nc1ccccc1Sc1c(C)n[nH]c1C (stereo unspecified)	-12.1
61	Cc1cccc(C(C(=O)NCCn2ccnc2)N(C)C)c1 (stereo unspecified)	-26.0
62	CCCn1ccnc1CN1CCN(S(=O)(=O)c2ccccc2)CC1	-6.9
63	CC(C)COC(=O)c1cc(=O)[nH]c2ccccc12	-2.5
64	CN(Cc1cccc(F)c1)c1ncnc2ccccc12	-9.5
65	Cc1nc(C(Nc2nc(-c3ccccn3)nc3c2CCC3)C(C)C)n[nH]1 (stereo unspecified)	-2.5
66	O=C(CCC1CCN(C(=O)c2cc3ccccc3o2)CC1)NCC1CCCO1 (stereo unspecified)	4.3
67	CC(C(=O)Nc1ccc2ccccc2c1)N1CCCC(C(=O)N(C)C)C1 (stereo unspecified)	15.5
68	COc1ccc2ccc(OCc3nc(C(=O)N(C)Cc4cnn(C)c4)co3)cc2c1	-4.3
69	CCc1cnc(C)nc1NCCSc1nnc(C)n1CC	-13.4
70	CCOc1ccc(NC(=O)CSc2nnc(CNC(=O)c3cccc([N+](=O)[O-])c3C)n2-c2cccc(C)c2)cc1	-3.3
71	CC(=O)OCc1c(C)cc(C)c(CNCc2cnc(C)cn2)c1C	-6.6
72	Cc1ccc(C2(c3noc(CN(C)Cc4ccc5ccccc5n4)n3)CCCC2)cc1	27.4
73	O=[N+]([O-])c1cccc2nc(C=Cc3cc(Br)cs3)ccc12	-5.0
74	CC(C)N1CCCc2c(NC(=O)c3ccc(F)cc3)cccc21	-5.0
75	COc1ccc(NCCn2c(C)cn3c4c(=O)n(C)c(=O)n(C)c4nc23)c(OC)c1	-12.4
76	O=C(NC1CC1)C(Sc1ncccc1Cl)c1ccccc1 (stereo unspecified)	0.0
77	COc1ccc2oc(C(=O)Nc3cc(NC(C)=O)ccc3OC)c(C)c2c1	-8.9
78	O=C(CN1C(=O)SC(=Cc2ccc(N3CCCCCC3)o2)C1=O)N1CCCCCC1	-10.7
79	Cc1cc(CN(C)c2ccc(C(=O)NCCC3CCCCN3C)cn2)on1 (stereo unspecified)	-8.3
80	COc1ccc(Cl)cc1CC1(C)C(=O)Nc2c(Cl)ccc(Cl)c21 (stereo unspecified)	-0.8

Remaining list, next part
entry	Compound	mcGAS MS inh
81	COC(=O)C1CCCCN1Cc1nc(-c2ccccc2C)oc1C (stereo unspecified)	-2.6
82	Cc1nc(C)c(C(C)N(C)C(=O)C(=O)Nc2ccc(C#N)cc2)s1 (stereo unspecified)	0.7
83	Cc1nn(C)cc1-c1ccnc(NCc2nc(C)c3c(n2)CCCC3)n1	-11.8
84	Cc1cc2c(cc(C(=O)O)n2Cc2cccc([N+](=O)[O-])c2)s1	-2.3
85	CN1/C(=C/C(=O)Nc2ccc(Cl)cc2)C(C)(C)c2ccccc21	25.3
86	CCCCCCCCC1=NN2CCS(=O)(=O)N=C2S1	3.5
87	CCOc1nn(CC)cc1C(=O)Nc1ccccc1	-8.6
88	CC(=O)N(CN1C(=O)c2ccc(Br)cc2C1=O)c1ccc(Cl)cc1	-4.0
89	O=C1NCCN(C/C=C/c2ccccc2)C1CC(=O)N1CCCCO1 (stereo unspecified)	-4.6
90	CC(NC(=O)C(C)S(=O)(=O)Cc1ccc(Cl)s1)c1ccccc1 (stereo unspecified)	-5.9
91	COC=C1CC(O)N=C(Nc2nc(C)c3ccccc3n2)N1 (stereo unspecified)	6.7
92	Cc1ccsc1C(=O)N1CCC1(C)C(=O)NC1CCCCCC1 (stereo unspecified)	-9.0
93	CCC(NC(=O)Cn1cc(C)c(=O)[nH]c1=O)c1nc(C)c(C)s1 (stereo unspecified)	-19.6
94	CC(C)n1ccnc1CN1CCOC(CN)C1 (stereo unspecified)	-11.1
95	Brc1ccc(-c2ccc(Br)cc2)cc1	-11.4
96	c1cc2c(cc1-c1noc(CN3CC[C@@H]4CCCC[C@H]4C3)n1)OCO2	-4.1
97	CC(=O)Nc1ccc(C(=O)N2CCOC(c3ccc(F)cc3)C2)c(O)c1 (stereo unspecified)	6.1
98	Cc1nc(COC(=O)CCc2ccco2)n[nH]1	-3.5
99	CC1=Cc2nc3ccccc3n2C2(C(F)(F)F)OC(c3cccnc3)=NN12 (stereo unspecified)	0.7
100	CC(C)c1cc(=O)n2c(n1)SCC2CC(=O)Nc1cccc(Cl)c1Cl (stereo unspecified)	-4.4

Seven compounds already listed, ordered by their value in mcGAS MS inh, falling:
No.	compound	mcGAS MS inh
91	COC=C1CC(O)N=C(Nc2nc(C)c3ccccc3n2)N1 (stereo unspecified)	6.7
97	CC(=O)Nc1ccc(C(=O)N2CCOC(c3ccc(F)cc3)C2)c(O)c1 (stereo unspecified)	6.1
99	CC1=Cc2nc3ccccc3n2C2(C(F)(F)F)OC(c3cccnc3)=NN12 (stereo unspecified)	0.7
98	Cc1nc(COC(=O)CCc2ccco2)n[nH]1	-3.5
92	Cc1ccsc1C(=O)N1CCC1(C)C(=O)NC1CCCCCC1 (stereo unspecified)	-9.0
94	CC(C)n1ccnc1CN1CCOC(CN)C1 (stereo unspecified)	-11.1
95	Brc1ccc(-c2ccc(Br)cc2)cc1	-11.4

Later entries
entry	Compound	mcGAS MS inh
101	Cc1nc(N)ncc1C(=O)N(C)CCN(C)C1CCCC1	-14.7
102	Cc1ccc2cc(CN(CCO)CCO)c(=O)[nH]c2c1	-13.7
103	CCn1c(=O)c2c(nc3n2CCCN3c2ccc(Cl)cc2)n(C)c1=O	-6.2
104	Cn1nnnc1SCC(O)c1ccc(Br)cc1 (stereo unspecified)	3.8
105	COc1cccc(F)c1C(C)NC(=O)N1CCC(n2ccnc2)CC1 (stereo unspecified)	-8.0
106	Cc1cccc(-n2nc(C)nc2C2CC(=O)OC23CCCCC3)c1 (stereo unspecified)	0.1
107	O[C@@H]1C[C@H]2CN(c3nnnn3-c3ccc(Oc4ccccc4)cc3)C[C@H]2C[C@@H]1O	-20.8
108	CCOc1ccc(NC(=O)C(=O)NCC(c2cccn2C)N2CCCC2)cc1 (stereo unspecified)	-2.2
109	CCCN1CCCN(S(=O)(=O)C2CCOCC2)CC1	-2.8
110	CCC(OCC(O)CNC(C)(C)C)c1ccccc1 (stereo unspecified)	-5.7
111	O=C1NCC(C(=O)N2CCC3(CC2)Nc2ccccc2C(=O)N3OCc2ccccc2)N1 (stereo unspecified)	-4.8
112	CC(=O)Nn1ccc2nc(N3CCN(C)CC3)ncc2c1=O	-5.5
113	Cc1cccc(-n2c(C)nnc2SCc2cc(=O)n3ccsc3n2)c1	-3.4
114	Cc1cccc(C(N)=O)c1O	0.8
115	CS(=O)(=O)c1ccc(-c2cc(Br)sc2-c2ccc(F)cc2)cc1	-4.9
116	C/C(=N/OCC(=O)Nn1c(C)nc2ccccc2c1=O)c1ccccc1	-4.0
117	CC1CCCC(NCC(=O)Nc2ccccc2)C1 (stereo unspecified)	-2.7
118	O[C@@H]1CN(c2ncnc3nc[nH]c23)CC[C@H]1c1ccc2ccccc2c1	-9.5
119	Cc1cc(C(=O)N2CCOC(Cc3cccc(C(F)(F)F)c3)C2)nn1C (stereo unspecified)	-7.9
120	Cc1nc(SC2CCCCNC2=O)n(CC2CCCO2)c1C (stereo unspecified)	4.3
121	CC1=NC2=C(C(=O)CCC2)C(c2ccc3c(c2)OCO3)C1C(=O)OCc1ccccc1 (stereo unspecified)	-1.7
122	O=C(NCc1ccn(C2CCCC2)n1)C1CCCN1S(=O)(=O)c1ccccc1 (stereo unspecified)	-3.2
123	N#CC(NC(=O)c1cccc(F)c1F)c1ccc(Cl)cc1 (stereo unspecified)	-22.0

The list is partial, so the mix of outcomes need not match the whole.
